Screens deposited in PubChem BioAssay by several laboratories.
sdo1 growth: compounds rescuing growth of sdo1-depleted yeast, bone marrow failure model; S. cerevisiae sdo1-depleted JHY4D growth rescue, OD600 30 h; active compounds read high; pdr5 snq2 efflux-pump mutant strain; z-score at 10 µM; 140,000 tested, 0.21% active;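 active means z-score above 3 at both the 24 hr and the 30 hr optical density reads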;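 further: z-score against mean and SD of all compound wells on the same plate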
INS promoter inh: TRM-6 insulin promoter activity inhibition | 130,000 tested, 0.9% active | AID 1273 | TRM-6 cells (human fetal islet line), insulin promoter-eGFP reporter, imaging; reporter expression induced with tamoxifen | inhibition, % at 2 µM;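 active means inhibition above the mean plus 3 SD, with well images judged a real hit on visual review, cut at about 60% in these data, passing the limit was not always enough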
sdo1 growth Rescue 24 h: recorded beside sdo1 growth, whose call it bears; z-score; S. cerevisiae sdo1-depleted JHY4D growth rescue, OD600; measured here: growth rescue at 24 h;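 0 is the plate mean of compound wells and units are plate SD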
* = called active by the depositor; . = not tested or not shown. An excerpt (hit frequency here may not be typical).

Structure | sdo1 growth | sdo1 growth Rescue 24 h | INS promoter inh
C[C@H](CCC(=O)O)[C@H]1CC[C@H]2[C@@H]3C(=O)C[C@@H]4CC(=O)CC[C@]4(C)[C@H]3CC(=O)[C@]12C | -1.02 | -0.88 | -52.4
CCN1CCN(C(=S)NCCc2ccccc2)CC1 | 0.12 | -0.2 | -21.7
O=S(=O)(Nc1nccs1)c1ccc(Cl)cc1 | 1.37 | 1 | 9.4
Cc1ccc(S(=O)(=O)NCC(=O)OCC(=O)c2cc(C)n(-c3ccccc3)c2C)cc1 | -0.61 | -0.46 | 14.3
O=C(/C(=C/c1ccccc1)c1ccccc1)N1CCCCC1 | -0.39 | 0.18 | -48.3
CCOc1ccc2nc(NC(=O)CN3CCC(n4nnc5cc(C(F)(F)F)ccc54)CC3)sc2c1 | -0.72 | 0.33 | 77.1*
O=C(CSc1nc(-c2ccccc2)nc2ccccc12)Nc1cccc(C(=O)O)c1 | . | . | -6.2
CC(=O)C1=C(S(=O)(=O)c2ccc(C)cc2)CS(=O)(=O)C1 | . | . | -18.2
CC(NO)C(C)(C)NO (stereo not given) | -0.66 | -0.96 | .
C/C(O)=C(/C=NCC(=O)O)C(=O)Nc1nccs1 | . | . | 20.0
O=C(NC(C(=O)O)c1ccccc1)c1ccccc1 (stereo not given) | -0.03 | -1.44 | -3.5
CS(=O)(=O)N1CCN(c2c(Cl)cccc2[N+](=O)[O-])CC1 | 0.74 | 0.38 | -23.3
Cn1ccnc1SCC(=O)c1cccc(Br)c1 | -1.09 | -1.99 | 20.7
CC(=O)COc1ccc2c3c(c(=O)oc2c1)CCCC3 | 1.24 | 1.77 | .
CC(NC(=O)CSc1nc2ccc(N)cc2s1)c1ccccc1 (stereo not given) | . | . | 20.0
Cc1ccccc1NC(=O)c1ccc(F)c(S(=O)(=O)N2CCN(c3ccccn3)CC2)c1 | -1.06 | 0.03 | .
O=C(O)CC(NC(=O)c1ccncc1)c1ccccc1 (stereo not given) | . | . | -30.0
CCOC(=O)CC1=C(C(=O)OCC)C(c2ccncc2)C(C#N)=C(N)O1 (stereo not given) | 1.16 | 1.08 | .
O=C(COC(=O)CC1CC2CCC1C2)Nc1cccc(S(=O)(=O)NC2=NCCCCC2)c1 (stereo not given) | . | . | -18.2
COc1ccccc1C(=O)NC(CCSC)C(=O)OCC(=O)NC(=O)NCc1ccco1 (stereo not given) | -0.43 | -0.66 | -9.7
COc1ccc(OCC(=O)OCCN(C)C)cc1 | 0.68 | 0.39 | 58.3
CC(C)(CNC(=O)c1cc(=O)[nH]c2ccccc12)N1CCOCC1 | 1.28 | 1.96 | -25.7
Cn1nnc2cc(C(=O)NCc3ccc4c(c3)OCO4)ccc21 | 1.53 | 0.56 | -18.2
O=S(=O)(c1ccc(F)c2ccccc12)N1CCCCC1 | -0.58 | -0.86 | -6.5
CCOC(=O)c1c(NC(=O)Cn2c(=O)oc3ccccc32)oc(C)c1C(C)=O | 0.96 | 0.1 | 53.3
O=C(CNC(=O)c1ccc(Cl)cc1Cl)OCC(=O)c1ccc2c(c1)OCCO2 | 0.97 | 1.87 | -40.5
C=CCOc1c(Cl)cc(CNc2ccc(C)c(Cl)c2)cc1OC | -0.54 | 0.28 | -34.8
CC(C)(C)OC(=O)NNC(=O)c1ccc(Cl)cc1 | 0.13 | -1.11 | 34.6
O=C1C(=O)N(CCOCCO)C(c2ccccn2)/C1=C(\O)c1ccccc1 (stereo not given) | 0.32 | 0.36 | .
O=S(=O)(Nc1ccc2nc(-c3ccc(Br)o3)[nH]c2c1)c1ccccc1 | 0.43 | 0.89 | .

Looked up above:
INS promoter inh, CC(C)(CNC(=O)c1cc(=O)[nH]c2ccccc12)N1CCOCC1 is entered as -25.7
INS promoter inh, O=C(NC(C(=O)O)c1ccccc1)c1ccccc1 (stereo not given) is entered as -3.5
INS promoter inh, CC(NC(=O)CSc1nc2ccc(N)cc2s1)c1ccccc1 (stereo not given) is entered as 20.0

Additional entries.
Structure | sdo1 growth | sdo1 growth Rescue 24 h | INS promoter inh
Cn1c(=O)c2c(nc(N3CCN(c4ccccc4)CC3)n2CCCc2ccccc2)n(C)c1=O | -0.8 | 0.69 | 22.7
COc1ccccc1-c1nc2ccccc2nc1-c1ccccc1 | -0.79 | -0.76 | -10.8
CCC(CC)NC(=O)c1cccc(NC(=O)C(C)C)c1 | 0.21 | -1.02 | 25.0
Nc1nonc1C(=O)OCC(=O)N1CCOCC1 | 0.26 | -0.49 | 7.1
COc1cc(/C=N/NC(=S)Nc2cccc(S(=O)(=O)N(C)C)c2)cc(OC)c1O | 1.63 | 1.94 | -47.1
Cn1cc(CC(=O)NC2CCCCC2)c2ccccc21 | . | . | -14.3
COc1ccc(S(=O)(=O)NCCc2c(C)nn(C)c2Oc2ccccc2)cc1 | -0.63 | -0.88 | .
COC(=O)c1ccc(N2C(=O)c3ccc(OC)c(OC)c3C2=O)cc1 | . | . | 38.5
COc1ccc(-n2c(SCC(=O)OC(C)C)nnc2-c2ccccn2)cc1 | 1.03 | 1.62 | 0.0
NC(=O)c1nsc(C(=O)N(CC(=O)NCc2ccco2)c2ccccc2F)c1N | 1.33 | 0.4 | 23.1
COc1ccc(-c2cc(C(=O)OCC(=O)Nc3cc(C)on3)c3ccccc3n2)cc1OC | -0.66 | 0.81 | 13.3
CCn1c(C(=O)O)c(CC(=O)NC2CCCCCC2)c2ccccc21 | . | . | 14.3
CC(C)CC1CCCCC1OC(=O)CN1CCCCC1 (stereo not given) | . | . | 20.0
CC(C)(C)C(=O)Nc1ccccc1C(=O)Nc1ccncc1 | 0.05 | 0.5 | -118.8
CCOC(=O)c1[nH]c2ccc(Cl)cc2c1-c1ccccc1 | 0.18 | 0.12 | 7.9
Cn1c(=O)[nH]c(NC2CCCCC2)c(N=O)c1=O | 1.42 | 1.04 | .
C=CCOc1c(CNc2nccs2)cccc1OCC | -0.87 | -0.76 | -81.2
COc1ccc(S(=O)(=O)N(C)c2ccc(OCC(=O)Nc3cc(C)on3)cc2)cc1 | -0.24 | -0.19 | -9.7
CC(C)Oc1ccc(-c2nn(-c3ccccc3)cc2/C=c2\sc3ncnn3c2=O)cc1 | -1.42 | -0.94 | 10.5
Cc1cc(C[n+]2ccccc2)c2nsnc2c1 | 0.95 | 0.45 | 42.9
CCOC(=O)Cn1c2ccc(F)cc2c2nc(C)sc21 | . | . | 31.2
CCOCCOC(=O)COC(=O)c1ccccc1NC(=O)c1ccccc1 | -0.73 | -1.22 | -6.2
C/C(=N\NS(=O)(=O)c1ccc(Cl)c([N+](=O)[O-])c1)c1cc2ccccc2o1 | -0.17 | 0.37 | .
O=C(COc1ccccc1Br)N1CCN(c2ccccc2)CC1 | -0.03 | 0.81 | -13.3
Cc1ccc(Cn2nnc3c(=O)n(CC(=O)NCc4ccc5c(c4)OCO5)cnc32)cc1 | 0.76 | 0.26 | -37.5
O=C(CN1C2=NCCCN2c2ccccc21)c1ccc2c(c1)OCO2 | 0.66 | 0.6 | -40.0
CC(=O)N(C)c1ccc(OCC(O)CN(Cc2ccco2)S(=O)(=O)c2ccc(C)cc2)cc1 (stereo not given) | -0.37 | -0.31 | -100.0
Cc1ccc(C(=O)NCC(=O)NCC(=O)OCc2ccc(Oc3ccc([N+](=O)[O-])cc3)cc2)cc1 | . | . | 10.0
CCN(CC)C(=O)C1=C(C)NC(=S)NC1c1ccc(C)s1 (stereo not given) | . | . | 15.0
O=C(Nc1cc2cc([N+](=O)[O-])ccc2oc1=O)c1cccs1 | . | . | 66.7

3 of the entries above in order of their number in sdo1 growth, low to high.
Structure | sdo1 growth | sdo1 growth Rescue 24 h | INS promoter inh
O=C(COc1ccccc1Br)N1CCN(c2ccccc2)CC1 | -0.03 | 0.81 | -13.3
CCOC(=O)c1[nH]c2ccc(Cl)cc2c1-c1ccccc1 | 0.18 | 0.12 | 7.9
NC(=O)c1nsc(C(=O)N(CC(=O)NCc2ccco2)c2ccccc2F)c1N | 1.33 | 0.4 | 23.1

Remaining list, next part.
Structure | sdo1 growth | sdo1 growth Rescue 24 h | INS promoter inh
CC(=O)c1c(C)[nH]c(C(=O)OCC(=O)Nc2ccc(C)cc2[N+](=O)[O-])c1C | -0.21 | 0.16 | .
Nc1nnc(N)c2ccccc12 | . | . | 46.1
COc1ccc(NC(=O)C(NC(=O)OC(C)(C)C)C(C)OCc2ccccc2)cc1 (stereo not given) | 0.02 | 0.68 | .
O=C(c1cc2c(s1)-c1ccccc1OC2)N1CCN(c2ccccc2)CC1 | -1.37 | -0.87 | .
CCOc1nc(C)cc(COC)c1C(N)=O | . | . | 29.4
COc1ccc(NC(=O)C2C3C=CC(C3)C2C(=O)NCc2ccccn2)c(OC)c1 (stereo not given) | 0.41 | -0.23 | 53.5
O=C(COC(=O)C1(c2ccccc2F)CCCC1)Nc1ncc(C(F)(F)F)cc1Cl | -1.18 | -1.09 | -7.1
O=C(CSc1nc2[nH]ncc2c(=O)n1-c1ccccc1Br)NCc1ccccc1Cl | . | . | -16.7
COC(=O)c1ccc(NC(=O)NC2CCCCC2)cc1 | 0.4 | 0.09 | 19.4
O=C(NC(Cc1c[nH]c2ccccc12)C(=O)O)c1ccco1 (stereo not given) | 1.42 | -0.47 | 7.4
CCOc1cc(S(=O)(=O)N2CCCCC2)ccc1F | 0.74 | -0.32 | 50.0
COc1cccc(-n2ccnc2SCC(=O)Nc2nccs2)c1 | -1.02 | -1.11 | -54.5
CCOC(=O)c1sc(NC(=O)CCN2C(=O)c3ccccc3C2=O)c(C(=O)OCC)c1C | 0.12 | -0.86 | 27.3
O=C(Cn1cc[n+](CC(=O)c2ccccc2)c1)c1ccccc1 | 0.67 | 0.2 | -20.0
CCCCOC(=O)n1c(=S)oc2cc(Cl)ccc21 | -0.81 | -0.82 | 23.7
O=C(NN1C(=O)C2C3C=CC(C4CC34)C2C1=O)c1ccc(Cl)c(Cl)c1 (stereo not given) | 0.31 | 0.53 | .
COc1ccc(NC(=O)C(C)N2c3cccc4cccc(c34)S2(=O)=O)cc1OC (stereo not given) | -1.06 | -0.52 | -18.8
CC(C)OC(=O)c1c2nc3ccccc3nc2n2c1[nH]c(=O)c1ccccc12 | -0.66 | -0.48 | -115.4
Cc1cc(NC(=O)CCC(=O)N(c2ccc(F)cc2)C2(C(=O)NC3CCCCC3)CCCC2)no1 | 1.17 | 1.62 | -45.2
COc1ccccc1NC(=O)c1cnc(Nc2ccccc2OC)c2ccccc12 | -0.19 | 0.68 | -55.6
CC(=O)c1ccc(N=C2SCCCN2C(=O)C2CCCC2)cc1 | . | . | 54.5
CC1(C)CC(NCc2ccc3c(c2)OCO3)CCO1 (stereo not given) | 1.17 | 1.77 | -27.8
Cc1cccc(NC(=O)CCSc2nncn2C)c1 | -0.04 | -0.32 | 0.9
COC(=O)C1=C(N)Oc2cc(C)n(CCN3CCOCC3)c(=O)c2C1c1cccnc1 (stereo not given) | -0.24 | -0.11 | .
CCOC(=O)C1CCCN(C(=O)CCCn2nc(C)n3c(cc4sccc43)c2=O)C1 (stereo not given) | -0.68 | -0.92 | .
CC(C)c1ccccc1NC(=O)COC(=O)/C=C/c1cccc([N+](=O)[O-])c1 | 0.65 | 0.18 | .
O=C1CSC(c2ccc(Cl)cc2)N1C1CCCCC1 (stereo not given) | -1.12 | -0.67 | 34.3
CC(OC(=O)c1c2c(nc3ccccc13)/C(=C\c1ccc3c(c1)OCO3)CCC2)C(=O)Nc1ccc(S(N)(=O)=O)cc1 (stereo not given) | 1.46 | 3.75 | -15.6
O=c1[nH]c(/C(Cl)=C/c2cccc(C(F)(F)F)c2)nc2cc(Cl)ccc12 | 0.31 | 1.12 | -10.0
CCOC(=O)CSc1nnc(Cn2c(=O)sc3ccccc32)n1-c1ccccc1C | -0.11 | -0.57 | .
CC(NC(=O)CCC(=O)NC(C)C1COc2ccccc2O1)C1COc2ccccc2O1 (stereo not given) | -0.26 | -0.04 | -76.5
CCC(=O)Nc1ccc2c(c1)nc(CN1CCN(C(C)=O)CC1)n2C | 0.19 | -0.43 | 17.9
COc1ccc(N2C(=O)S[C@@H]3CS(=O)(=O)C[C@@H]32)cc1 | 0.57 | 0.69 | -28.6

Compound profiles, as listed above. Values in the order: sdo1 growth, sdo1 growth Rescue 24 h, INS promoter inh
`CC(C)OC(=O)c1c2nc3ccccc3nc2n2c1[nH]c(=O)c1ccccc12` is listed with -0.66, -0.48, -115.4
`CCCCOC(=O)n1c(=S)oc2cc(Cl)ccc21` is listed with -0.81, -0.82, 23.7
`Nc1nnc(N)c2ccccc12` is listed with ., ., 46.1

Seven records drawn at random from the list so far:
Structure | sdo1 growth | sdo1 growth Rescue 24 h | INS promoter inh
COc1ccccc1NC(=O)c1cnc(Nc2ccccc2OC)c2ccccc12 | -0.19 | 0.68 | -55.6
O=C(c1cc2c(s1)-c1ccccc1OC2)N1CCN(c2ccccc2)CC1 | -1.37 | -0.87 | .
COc1ccc(NC(=O)C(C)N2c3cccc4cccc(c34)S2(=O)=O)cc1OC (stereo not given) | -1.06 | -0.52 | -18.8
CC(C)c1ccccc1NC(=O)COC(=O)/C=C/c1cccc([N+](=O)[O-])c1 | 0.65 | 0.18 | .
CC(C)OC(=O)c1c2nc3ccccc3nc2n2c1[nH]c(=O)c1ccccc12 | -0.66 | -0.48 | -115.4
CCOc1cc(S(=O)(=O)N2CCCCC2)ccc1F | 0.74 | -0.32 | 50.0
O=C1CSC(c2ccc(Cl)cc2)N1C1CCCCC1 (stereo not given) | -1.12 | -0.67 | 34.3
